MCF10A rerep = DNA re-replication induction in MCF 10a cells. AID 624296. MCF 10A DNA re-replication, Hoechst nuclear intensity, 48 h. Potency, µM (top dose mostly 46.1 µM), for inactives: at the top dose activity, positive = re-replication, hits mostly activators. 350,000 tested, 2.9% active; also: % of control where 0% means no effect; nearly all actives have a fitted effect of over 50% in size
ATXN2 expr inh = reduces ATXN2 reporter expression in HEK-293 cells | HEK-293 ATXN2-luciferase reporter, luminescence, 24 h | Potency, µM (series often up to 57 µM), without a hit: at the top dose activity change, negative = inhibition, most hits filed as inhibitors | 360,000 tested, 0.72% active | AID 1745845; also: % is scaled to controls: 0 for no effect and ±100 for the full control effect; nearly all actives have a fitted effect of over 55% in size
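ATXN2-luciferase reporter cells (luciferase flanked by upstream and downstream ATXN2 gene portions) were treated 24 h at 37 °C with compounds at up to 57 uM. SteadyGlo luminescence gave expression; GF-AFC fluorescence gave viability.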
Nrf2 ARE act = activates Nrf2 signaling; 410,000 tested, 0.31% active; Potency, µM (doses to about 46.1 µM), for the others: at the highest dose activation, hits mostly activators; AREc32 ARE-luciferase reporter (MCF7-derived line), luminescence, 24 h; also: % of control where 0% means no effect; nearly all actives have a fitted effect of over 65% in size
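Luminescent ARE reporter assay in AREc32_Fluc cells: overnight plating at 37 deg C, 24 hr compound incubation, Steady-Glo added, 30 min RT before reading.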
EPAC2 antagonist = antagonists of human EPAC2 | Potency, µM (highest dose often 114 µM), for inactives: top-dose activity, negative = inhibition, usual class: inhibitors | EPAC2 GEF exchange of Rap1B-BODIPY-GDP, fluorescence | 360,000 tested, 0.18% active | Q8WZA2; also: % is scaled to controls: 0 for no effect and ±100 for the full control effect; nearly all actives have a fitted effect of over 45% in size; many of its hits are not listed in these tables
Target sequence (Q8WZA2 whole entry, looked up): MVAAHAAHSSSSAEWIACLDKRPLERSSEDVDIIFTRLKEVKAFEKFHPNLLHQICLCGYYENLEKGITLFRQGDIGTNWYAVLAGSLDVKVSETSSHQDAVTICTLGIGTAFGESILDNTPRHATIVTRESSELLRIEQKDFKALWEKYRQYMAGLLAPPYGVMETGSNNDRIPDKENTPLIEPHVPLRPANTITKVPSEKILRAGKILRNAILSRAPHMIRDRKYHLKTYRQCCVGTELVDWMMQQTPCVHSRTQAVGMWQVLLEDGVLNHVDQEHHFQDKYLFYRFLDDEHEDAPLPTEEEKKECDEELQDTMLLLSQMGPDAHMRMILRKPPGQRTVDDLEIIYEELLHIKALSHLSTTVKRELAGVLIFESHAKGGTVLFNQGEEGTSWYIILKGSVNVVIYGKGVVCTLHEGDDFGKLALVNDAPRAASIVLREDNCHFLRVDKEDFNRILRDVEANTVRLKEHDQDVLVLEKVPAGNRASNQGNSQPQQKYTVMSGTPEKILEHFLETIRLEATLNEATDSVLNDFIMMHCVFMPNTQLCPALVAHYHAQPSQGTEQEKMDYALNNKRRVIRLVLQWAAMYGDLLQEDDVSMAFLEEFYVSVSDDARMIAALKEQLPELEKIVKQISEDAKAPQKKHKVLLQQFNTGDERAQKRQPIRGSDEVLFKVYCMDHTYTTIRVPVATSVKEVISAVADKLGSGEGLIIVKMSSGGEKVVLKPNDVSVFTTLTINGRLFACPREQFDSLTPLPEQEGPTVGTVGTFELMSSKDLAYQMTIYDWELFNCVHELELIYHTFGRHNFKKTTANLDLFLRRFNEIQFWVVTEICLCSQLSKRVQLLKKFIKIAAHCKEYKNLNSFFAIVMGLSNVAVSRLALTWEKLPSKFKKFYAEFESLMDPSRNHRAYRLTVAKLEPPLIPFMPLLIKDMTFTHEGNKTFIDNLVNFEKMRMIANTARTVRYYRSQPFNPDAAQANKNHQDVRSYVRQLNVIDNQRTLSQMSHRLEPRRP
ATXN viability = viability counter-screen for ATXN expression inhibitors; Potency, µM (doses to about 56.7 µM), hits mostly cytotoxic; S2 cells (HEK-293 line with an ATXN2-luciferase reporter) viability, CellTiter-Fluor protease fluorescence, 24 h; AID 651635; 400,000 tested, 0.49% active; also: nearly all actives have a fitted effect of over 40% in size
Nrf2 block = inhibitors of Nrf2 signaling | A549 ARE-Fluc reporter, luciferase luminescence, 18-24 h | 360,000 tested, 2.1% active | Potency, µM (highest dose often 46 µM), inactives show at the top dose activity change, negative = inhibition, actives largely listed as inhibitors; also: % is scaled to controls: 0 for no effect and ±100 for the full control effect; nearly all actives have a fitted effect of over 60% in size
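In this cell-based qHTS, ARE-driven firefly luciferase in A549 cells reports Nrf2 activity; the luminescent signal after BugLite lysis is the measured value, with a prior CellTiter-Fluor read for cell health.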
HepG2 tox = HepG2 cytotoxicity, counter-screen for TGF-b inhibitors; 410,000 tested, 0.76% active; Potency, µM (titrated, usually from 46.1 µM), inactives show top-dose activity change, negative = cytotoxicity, most hits filed as cytotoxic; HepG2 CAGA-GFP viability, ATP luminescence, 18 h; also: some results filed as inactive show a strong effect at the top dose
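CellTiter-Glo luminescence gave cytotoxicity after 18 hours at 37 degrees C. The cells were HepG2 CAGA-GFP in 1% FBS DMEM, stimulated with 500 pg/mL TGF-beta after compound addition. %Activity was normalised to no-cell wells (complete cell-killing) and DMSO (no toxicity), and curves were fitted and classified.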
TGFb SMAD3 inh = TGF-b pathway inhibition; HepG2 CAGA-GFP TGF-b/SMAD3 reporter, GFP fluorescence, 18 h; TGF-beta stimulated, 500 pg/mL final; Potency, µM (titrated, usually from 46.1 µM), without a hit: at the highest dose activity, negative = inhibition, hits mostly inhibitors; 410,000 tested, 1.2% active; also: % is scaled to controls: 0 for no effect and ±100 for the full control effect; nearly all actives have a fitted effect of over 65% in size
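HEPG2 CAGA-GFP reporter cells (1000/well, DMEM with 1% FBS) received compounds, then recombinant TGF-beta at 500 pg/mL final for 18 hours at 37 degrees C. Per-cell GFP summed per well was normalised to unstimulated and stimulated DMSO controls before curve fitting.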
A549 viability = A549 cytotoxicity, counter-screen for Nrf2 inhibitors | 390,000 tested, 0.16% active | Potency, µM (titrated, usually from 46 µM), inactives show at the top dose activity change, negative = cytotoxicity, most hits filed as inhibitors | A549 ARE-Fluc cells, CellTiter-Fluor viability, 18-24 h; also: % is scaled to controls: 0 for no effect and ±100 for the full control effect
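A549 ARE-Fluc cells in 5% FBS OPTI-MEM, 5000 cells/well, rested 2 h then exposed to compounds in concentration-response for 18-24 h at 37 °C. Viability by CellTiter-Fluor fluorescence (Ex 405/Em 525) after 30 min; luciferase luminescence (BugLite, 15 min, RT) read afterwards.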
Active calls of the source: *; i = inactive; ? = inconclusive; . = not tested or not shown; & = joins results of further samples; [ ] = remark or other dose. Calls follow the shape of the dose curve; as a rule, active = well fitted curve in the direction sought with a large enough effect; inconclusive = small, poorly fitted or top-dose-only effect, or another doubt; inactive = no such curve, though single readings can be large; an effect the other way counts as inactive or inconclusive. Potency is read from the fitted curve at half-maximal effect.

Start of the listing, in advance (6 entries):
nr	Compound	MCF10A rerep	ATXN2 expr inh	Nrf2 ARE act	EPAC2 antagonist	ATXN viability	Nrf2 block	HepG2 tox	TGFb SMAD3 inh	A549 viability
1	O=C(CSc1ncccn1)N/N=C/c1cccs1	0.52µM*	4%	2.5%	-5%	i	1%	-10%	-1%	3%
2	O=C(NCCCN1CCOCC1)C(=O)N/N=C/c1cccc2ccccc12	3%	18%	0.3%	-4%	i	-6%	32%	9%	0%
3	CCOc1ccc(NC(=O)CN(C)C(=O)c2cc([N+](=O)[O-])ccc2N2CCOCC2)cc1OCC	-1%	9%	0.0%	12%	i	2%	-58%	-2%	-15%
4	CCOc1ccc(C2c3c(oc4cc(C)c(C)cc4c3=O)C(=O)N2CCCN(C)C)cc1OC (stereo not drawn)	2%	2%	4.0%	5%	i	7%	4%	-23%	0%
5	CCc1ccccc1NC(=O)N1CC(C)Sc2ccccc21 (stereo not drawn)	.	.	-1.0%	.	.	-3%	-34%	0%	-21%
6	COc1ccc(NC(=O)c2ccc3c(c2)CCN3S(=O)(=O)c2ccccc2)cc1	-1%	-17%&-8%	0.3%&6.0%	5%	i	?	-15%&-6%	1%&6%	-4%&0%

Results, repeating the preview:
nr	Compound	MCF10A rerep	ATXN2 expr inh	Nrf2 ARE act	EPAC2 antagonist	ATXN viability	Nrf2 block	HepG2 tox	TGFb SMAD3 inh	A549 viability
1	O=C(CSc1ncccn1)N/N=C/c1cccs1	0.52µM*	4%	2.5%	-5%	i	1%	-10%	-1%	3%
2	O=C(NCCCN1CCOCC1)C(=O)N/N=C/c1cccc2ccccc12	3%	18%	0.3%	-4%	i	-6%	32%	9%	0%
3	CCOc1ccc(NC(=O)CN(C)C(=O)c2cc([N+](=O)[O-])ccc2N2CCOCC2)cc1OCC	-1%	9%	0.0%	12%	i	2%	-58%	-2%	-15%
4	CCOc1ccc(C2c3c(oc4cc(C)c(C)cc4c3=O)C(=O)N2CCCN(C)C)cc1OC (stereo not drawn)	2%	2%	4.0%	5%	i	7%	4%	-23%	0%
5	CCc1ccccc1NC(=O)N1CC(C)Sc2ccccc21 (stereo not drawn)	.	.	-1.0%	.	.	-3%	-34%	0%	-21%
6	COc1ccc(NC(=O)c2ccc3c(c2)CCN3S(=O)(=O)c2ccccc2)cc1	-1%	-17%&-8%	0.3%&6.0%	5%	i	?	-15%&-6%	1%&6%	-4%&0%
7	Cc1ccc(NC(=S)Nc2cccnc2)c(S(=O)(=O)N2CCCCC2)c1	?	-19%	-0.5%	2%	i	?	-4%	?	-17%
8	COc1ccc(-c2nnc(SCC(=O)Nc3c(C)cccc3C)nc2-c2ccc(OC)cc2)cc1	.	0%	-0.4%	.	i	?	-32%	5%	-18%
9	CN1C(=O)C(O)(CC(=O)/C=C/c2ccco2)c2cc(Br)ccc21 (stereo not drawn)	?	-21%	26%	6%	i	?	-24%	-19%	-1%
10	O=C(Nc1cc(C(F)(F)F)ccc1N1CCOCC1)c1ccccc1	2%	-13%	-0.6%	10%	i	-10%	-30%	-4%	0%
11	CCc1nc2c(OCc3ccc(OC(F)F)cc3)cccn2c1N(C)C(=O)c1ccco1	.	-15%	0.1%[9.22 µM]	-10%	i	.	-2%	4%	.
12	CCOC(=O)C1=C(O)c2ccccc2C(=O)/C1=C\c1ccc(C)cc1	21µM*	?	9.1%[9.22 µM]	-6%	.	?	11µM*	?	?
13	COc1cccc(NC(=O)[C@H](Cc2ccccc2)NC(=O)[C@@H]2Cc3ccccc3CN2)c1	1%	8%	-0.4%	-7%	i	2%	-2%	-10%	-2%
14	CC(/C=C/C1(O)C(C)CC(=O)CC1(C)C)OC1OC(CO)C(O)C(O)C1O (stereo not drawn)	-5%	6%	-0.4%	-10%	i	-11%	-3%	-2%	-2%
15	O=C1N[C@@H](Cc2cn(S(=O)(=O)c3ccccc3)c3ccccc23)C(=O)N[C@H]1Cc1ccccc1	-16%	-4%	-1.4%	2%	i	8%	-1%	4%	-2%
16	CN(C)CCCNc1ccc(-c2nn(C)c(=O)c3ccccc23)cc1[N+](=O)[O-]	-3%	5%[11.3 µM]	-0.5%	-2%	i	1%	-4%	1%	-9%
17	CCOc1ccccc1/C=N/NC(=O)c1ccc(Cn2cc([N+](=O)[O-])cn2)o1	0%	0%	0.4%	-5%	i	-17%	-21%	-1%	-11%
18	CC(C)NC(=O)c1onc(CSc2ccncc2)c1C(=O)NC(C)C	-6%	4%	-0.6%	7%	i	-2%	6%	-7%	3%
19	CCN(c1ccccc1)S(=O)(=O)c1ccc(F)cc1C	-1%	4%	-0.4%	-2%	i	0%	0%	-6%	-6%
20	COc1cccc(-c2cn3nc(C)c(C)nc3n2)c1	6%	-27%	-0.2%	-2%	i	?	-48%	18%	0%
21	CCN(CC)C(=O)c1cccc(-c2ccc(OC)cc2)c1	2%	.	0.2%	14%	.	3%	5%	0%	-17%
22	O=C(N/C(=C/c1ccco1)C(=O)N1CCCCCC1)c1cccs1	-5%	-3%	0.1%	-14%	i	1%	-7%	0%	3%
23	O=S(=O)(c1ccc(Cl)cc1)N1CCN(c2nc(-c3cccc(Br)c3)nc3ccccc23)CC1	.	.	.	.	.	4%	8%	-3%	0%
24	O=C(c1cc(-c2cccs2)nc2ccccc12)N1CCN(c2ccccc2O)CC1	?	1%	2.7%	1%	?	-21%	-11%	?	-15%
25	COc1ccc(Cl)cc1NC(=O)CN1CCC(n2nnc3ccccc32)CC1	-2%	-9%	-0.7%	11%	?	-3%	5%	2%	-9%
26	CCOc1cc(C(C(=O)NCC2CCCO2)N(C(=O)Cn2nnc3ccccc32)c2ccc(OC)c(OC)c2)ccc1O (stereo not drawn)	-4%	-12%	0.3%	15%	i	-3%	2%	4%	1%
27	COc1cnn(-c2ccccc2)c(=O)c1SCc1ccc(Cl)cc1Cl	6%	-9%	0.6%	-9%	i	?	21%	-3%	13%
28	Cc1cc(C)cc(-n2ccnc(NCCc3ccccc3)c2=O)c1	.	16%	7.8%	.	i	?	-23%	1%	5%
29	CCc1nc(SCc2ccccn2)[nH]c(=O)c1C	-5%	14%	-0.7%	-4%	?	0%	3%	21%	-3%
30	COc1cccc(N2CCN(C(c3ccccn3)c3nnnn3C(C)(C)C)CC2)c1 (stereo not drawn)	1%	-4%	-0.7%	1%	i	-4%	1%	0%	-7%
31	Cc1ccccc1-c1noc(-c2ccc(N3CCCC3)c([N+](=O)[O-])c2)n1	.	?	-1.3%	.	i	?	1%	0%	5%
32	COc1ccc(NC(=O)/C=C/c2ccccc2[N+](=O)[O-])c(OC)c1	4%	8%	0.8%	0%	i	12%	1%	0%	-8%
33	COc1ccc(OC)c(NC(=O)C2CCCN2S(=O)(=O)c2ccc3c(c2)CC(C)N3C(C)=O)c1 (stereo not drawn)	.	.	4.1%	-9%	i	.	-45%	4%	.
34	NC(=O)c1c(NC(=O)C(=O)N2CCOCC2)sc2c1CCCC2	-1%	5%	-0.3%	2%	i	10%	4%	4%	9%
35	Nc1nnc(CCOc2ccccc2Cl)s1	5%	3%	0.7%	2%	i	3%	-35%	2%	1%
36	Cc1cc(C(C)(C)C)ccc1OCCOCCN1CCCC1	?	-16%	-0.2%	12%	i	11%	-27%	-2%	-13%
37	CN(CC(=O)NCCCn1ccnc1)S(=O)(=O)c1ccc(Cl)cc1	14%	.	-0.1%	1%	i	1%	-10%	-8%	10%
38	NS(=O)(=O)c1ccc(CNC(=O)c2ccc3c(c2)OCO3)cc1	1%	.	0.7%	3%	i	2%	-12%	-6%	-4%
39	COc1cc(C)nc(N2CCCC(C(=O)Nc3cc(Cl)ccc3OC)C2)n1 (stereo not drawn)	20%	-24%	2.4%	25µM*	i	?	-11%	?	-18%
40	CCc1nc2ccc(C(=O)NCCc3ccccn3)cn2c1N(C)Cc1ccc(N(C)C)cc1	.	-1%	0.6%	-3%	i	.	13µM*	?	.
41	CC1(C)CC(=O)/C(=C(\O)c2ccccc2)C(=NCCc2ccccc2)C1	?	9%	0.1%	0%	i	4%	0%	?	-12%
42	CCOC(=O)CC1C(=O)NCCN1C(=O)c1cc2c(=O)n3cccc(C)c3nc2s1 (stereo not drawn)	0%	-16%	?	-16%	i	2%	-17%	-7%	-1%
43	CC(=O)NCCC(=O)Nc1ncc(S(=O)(=O)c2ccc([N+](=O)[O-])cc2)s1	6%	-8%	23%	-12%	i	-29%	-7%	-25%	1%
44	COc1ccc(NC(=O)CSc2c(C)nn(-c3nnc(C)c(=O)[nH]3)c2C)cc1	9%	4%	0.0%	11%	i	3%	19%	9%	-6%
45	C=CCNC(=O)/C=C/c1ccc(C(C)C)cc1	20%	37%[activator]	3.0%	-2%	i	?	3%	17%	2%
46	O=C(CS(=O)(=O)c1ccccc1)Nc1nnc(C(F)(F)F)s1	-12%	5%	-0.6%	3%	i	-10%	17%	16%	-4%

From PubChem BioAssay

An excerpt; rates above refer to the full screens.
